High-throughput results: PubChem BioAssay, National Center for Advancing Translational Sciences (NCATS)
Nrf2 activator: Nrf2 pathway activation; AREc32 ARE-luciferase reporter (MCF7-derived line), luminescence, 24 h; Potency, µM (highest dose often 46.1 µM), without a hit: at the top dose activation, usual class: activators; actives 0.31% (n = 410,000); also: potency is read from the fitted curve at half-maximal effect; % of control where 0% means no effect; nearly all actives have a fitted effect of over 65% in size
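Reporter line AREc32 (ARE-Fluc), seeded overnight in OPTI-MEM with 5% FBS; compound pin-transferred, 24 hr at 37 deg C, 5% CO2; luminescent read-out.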
Nrf2 block: blocks Nrf2 signaling; A549 ARE-Fluc reporter, luciferase luminescence, 18-24 h; Potency, µM (highest dose often 46 µM), without a hit: at the highest dose activity change, negative = inhibition, usual class: inhibitors; actives 2.1% (n = 360,000); AID 504444; also: potency is read from the fitted curve at half-maximal effect; % is scaled to controls: 0 for no effect and ±100 for the full control effect; nearly all actives have a fitted effect of over 60% in size
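Concentration-response testing used A549 ARE_Fluc cells at 5000 cells/well. Following an 18-24 h compound incubation, viability was read by fluorescence (Ex 405/Em 525) and luciferase output by luminescence.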
HepG2 viability: kills HepG2 cells in TGF-b inhibitor counter-screen. HepG2 CAGA-GFP viability, ATP luminescence, 18 h. AID 588856. Potency, µM (titrated, usually from 46.1 µM), for the others: top-dose activity change, negative = cytotoxicity, actives largely listed as cytotoxic. actives 0.76% (n = 410,000); also: potency is read from the fitted curve at half-maximal effect; some results filed as inactive show a strong effect at the top dose
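HepG2 CAGA-GFP cells (1000/well, DMEM with 1% FBS) received compound, then TGF-beta at 500 pg/mL final, and were incubated 18 hours at 37 degrees C. Viability was read by CellTiter-Glo luminescence. Media-only wells were set as complete cell-killing and DMSO as no toxicity.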
Abeta rescue: compounds reversing amyloid beta toxicity in yeast; Potency, µM (top dose mostly 46.1 µM), for the others: top-dose growth rescue, actives largely listed as activators; yeast expressing A-beta42, growth rescue, OD600, 48 h; response scale: 0% DMSO, 100% iron-clioquinol control; actives 0.063% (n = 410,000); also: potency is read from the fitted curve at half-maximal effect; nearly all actives have a fitted effect of over 55% in size
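Yeast A-beta toxicity model in growth medium with pinned compounds, 48 h at 30 C; growth read as absorbance at 600 nm. Normalized to FeCl3/clioquinol equimolar mix (positive) and DMSO (negative).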
TGFb inhibitor: TGF-b pathway inhibition; HepG2 CAGA-GFP TGF-b/SMAD3 reporter, GFP fluorescence, 18 h; TGF-beta stimulated, 500 pg/mL final; Potency, µM (highest dose often 46.1 µM), without a hit: at the top dose activity, negative = inhibition, actives largely listed as inhibitors; actives 1.2% (n = 410,000); AID 588855; also: potency is read from the fitted curve at half-maximal effect; % is scaled to controls: 0 for no effect and ±100 for the full control effect; nearly all actives have a fitted effect of over 65% in size
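HEPG2 CAGA-GFP, 1000 cells/well; 2 h settle, 37 C; cpd via pin tool; TGF-b 500 pg/mL final; 18 h, 37 C; GFP imaging ex488/em500-530; %Activity normalised to -TGF-b and +DMSO controls; CRC fit, curve class.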
Mm-Cpn inhibitor: M. maripaludis TRiC chaperonin inhibition. purified Mm-Cpn ATPase, ADP Transcreener TR-FRET. Potency, µM (top dose mostly 76.9 µM), for inactives: at the top dose activity, negative = inhibition, most hits filed as inhibitors. actives 0.031% (n = 330,000); also: potency is read from the fitted curve at half-maximal effect; % is scaled to controls: 0 for no effect and ±100 for the full control effect; nearly all actives have a fitted effect of over 80% in size
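25 nM Mm-CPN + cpd, 10 min 37°C; + 10 uM ATP, 30 min 37°C; buffer 30 mM Tris pH 7.4, 100 mM KCl, 5 mM MgCl2, 1 mM DTT; Transcreener ADP HTRF detection 30 min RT.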
pAkt inh: Akt phosphorylation inhibition; Neuro2A IGF-stimulated pAkt S473 HTRF, 20 min; hits give low values; activity change, % for hits at 50 µM; actives 0.32% (n = 360,000); in the data active = activity change below about -80%; inconclusive = mostly about -51% to -80%; also: % is scaled to controls: 0 for no effect and ±100 for the full control effect
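Single-point screen (50 µM final compound) in Neuro2A cells stimulated 20 min with 6 nM IGF at 37 deg C. After lysis, Ser473-phosphorylated Akt read by HTRF (ex 330 nm, em 615/665 nm) as the 665/615 ratio.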
A549 tox: A549 cytotoxicity, counter-screen for Nrf2 inhibitors; Potency, µM (doses to about 46 µM), for inactives: top-dose activity change, negative = cytotoxicity, most hits filed as inhibitors; AID 504648; actives 0.16% (n = 390,000); A549 ARE-Fluc cells, CellTiter-Fluor viability, 18-24 h; also: potency is read from the fitted curve at half-maximal effect; % is scaled to controls: 0 for no effect and ±100 for the full control effect
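A549 ARE_Fluc cells in 5% FBS OPTI-MEM were exposed to compounds in concentration-response for 18-24 h at 37 deg C. Viability was read by CellTiter-Fluor fluorescence (Ex 405/Em 525) after 30 min, before the luciferase read.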
CCT modulator: cytosolic chaperonin activity modulation; AID 651819; actives 0.3% (n = 360,000); activity change, % (test concentration not listed), hits read low; purified chaperonin ATPase assay, HTRF ADP detection, 30 min; in the data active = activity change below about -30%; also: % is scaled to controls: 0 for no effect and ±100 for the full control effect
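First, chaperonin was dispensed at 40 nM or 20 nM final depending on batch activity. Next, compounds were pinned at 76 uM and ATP added at 10 uM. After 30 min at 37 °C, ADP detection reagents ran 30 min at ambient temperature.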
* hit, by the source's call; i = inactive; ? = inconclusive; nt = no result given; [ ] = remark or other dose. Unless noted, calls follow the shape of the dose curve; as a rule, active = well fitted curve in the direction sought with a large enough effect; inconclusive = small, poorly fitted or top-dose-only effect, or another doubt; inactive = no such curve, though single readings can be large; an effect the other way counts as inactive or inconclusive.

SMILES	Nrf2 activator	Nrf2 block	HepG2 viability	Abeta rescue	TGFb inhibitor	Mm-Cpn inhibitor	pAkt inh	A549 tox	CCT modulator
CN(C)c1ccc(CN(Cc2ccco2)C(=O)c2ccco2)cc1	2.3%	-17%	-13%	3%	6%	-1%	i	-2%	2.5
COC(=O)c1sc(S(=O)(=O)N2CCN(c3ccccc3F)CC2)c(C(=O)OC)c1C	-0.4%	6%	2%	21%	6%	0%	i	-1%	-1.3
Cc1ccc(NC(=O)c2cnccn2)nc1	-0.4%	18%	-14%	-8%	0%	0%	i	-3%	0.4
COc1ccc(NC(=O)c2sc3ncn(CC(=O)N4CCCCC4)c(=O)c3c2C)cc1OC	-0.1%	2%	8%	-10%	7%	-4%	i	-8%	-1.9
O=C(c1ccc(Cl)cc1)c1cnc(Nc2ccccc2Cl)s1	0.3%	12%	-51%	10%	-23%	-3%	i	-12%	-1.6
CCOC(=O)c1csc(NC(=O)COc2ccc(Cl)cc2Cl)n1	-0.5%	14%	-13%	?	-22%	1%	i	2%	1.1
Cc1nc(N2CCCC2)ncc1C(=O)N1CCN(c2ccccc2F)CC1	0.6%	nt	3%	-14%	2%	nt	nt	-1%	nt
CCC(=O)OCC(=O)Nc1ncc(C(F)(F)F)cc1Cl	0.3%	4%	-2%	-18%	-12%	-2%	i	3%	-1.7
CCOC(=O)c1c(-c2cccs2)csc1NC(=O)CCCC(=O)O	0.3%	?	-2%	18%	0%	-25%	i	0%	-0.2
CN(C(=O)Cn1cc(C(F)(F)F)cc(Cl)c1=O)C1CCS(=O)(=O)C1 (centres undefined)	-0.1%	18%	-2%	12%	-5%	1%	i	-5%	-0.8
CC(C)(C)c1ccc(OCC(O)CSc2ncn[nH]2)cc1 (centres undefined)	-1.0%	15µM*	-26%	9%	-6%	?	i	0%	-0.1
COCCSc1ccccc1C(=O)Nc1nncs1	2.4%	23%	-2%	11%	9%	-1%	i	-24%	-0.4
CS(=O)(=O)c1ccc(Cl)c(NC(=O)CCc2ccccc2)c1	-0.6%	-3%	3%	-6%	-27%	-7%	i	6%	-3.4
COc1ccc(C(C(=O)NCCC(C)C)N(CCN2CCOCC2)C(=O)Cn2nnc3ccccc32)c(OC)c1 (centres undefined)	0.1%	4%	6%	0%	-2%	0%	i	0%	-0.1
CC(N=c1ccccn1C(=O)Nc1cccc(C(F)(F)F)c1)c1ccco1 (centres undefined)	4.2%	-28%	-17%	-3%	2%	nt	i	2%	0.8
CC(C)(CO)NCc1cccc(OCc2ccc(Cl)cc2)c1	5.6%	5%	-9%	17%	-1%	-7%	i	8%	0.5
Cc1cc(C)cc(OC(=O)CN2C(=O)c3ccccc3C2=O)c1	-0.6%	-12%	16%	17%	-15%	3%	i	-7%	-2.3
Cc1cc(C)n(-c2nc3ccccc3nc2N2CCOCC2)n1	-0.5%	2%	-1%	-10%	-15%	3%	i	-11%	0.4
O=S(=O)(Nc1nc(-c2ccco2)c(-c2ccco2)s1)c1ccc(F)cc1F	21%	nt	-12%	-3%	-1%	nt	i	nt	-1.0
Nc1ncn(C(=O)c2ccco2)n1	0.0%	-2%	-25%	12%	-2%	-1%	i	-6%	0.2
Cc1ccc(C2CC(c3ccco3)n3nc(N)nc3N2)cc1 (centres undefined)	-0.1%	6%	-1%	-67%[inhibitor]	17%	-1%	i	8%	-1.7
COC(=O)CCCCCN1C(=O)/C(=C\c2ccncc2)SC1=S	?	27%	-5%	20%	?	-1%	i	-4%	0.3
COc1ccc(CNC(=O)c2c(O)c3cccc4c3n(c2=O)CCC4)cc1OC	0.1%	?	8%	15%	9%	1%	nt	1%	-26
COc1cc(OC)cc(C(=O)OCc2cc3ccccc3[nH]c2=O)c1	0.3%	-8%	6%	1%	9%	?	i	-5%	4.0
O=C(/C=C/c1ccccc1Cl)N1CCN(c2ncccn2)CC1	-0.1%[9.22 µM]	-18%	-2%	-26%	6%	2%	i	2%	-0.9
O=C(NCCc1ccccc1)c1ccc([N+](=O)[O-])cc1	-1.7%	?	-6%	-6%	-1%	0%	i	-2%	0.3
Cc1c(-c2cccs2)[n+](=O)c2c(n1[O-])CCCC2	-0.8%	3%	2%	12%	-17%	2%	i	-8%	1.1
CCOc1ccc(S(=O)(=O)N2CCC(C(=O)NC3CCCCC3)CC2)cc1	0.0%	?	12%	-16%	3%	5%	i	-15%	-1.6
CC(C)N(C(=O)Cn1cc(S(=O)(=O)Cc2ccc(Br)cc2)c2ccccc21)C(C)C	-0.2%	?	-5%	5%	0%	nt	nt	1%	nt
COc1ccc(S(=O)(=O)Nc2cccc(-c3ccc(N4CCCC4)nn3)c2)cc1F	14%	nt	-10%	-6%	?	nt	nt	-9%	nt
O=C(c1ccc(Cn2cc(Br)cn2)o1)N1N=C(C(F)F)CC1(O)C(F)F (centres undefined)	-0.7%	?	-18%	3%	-6%	3%	i	2%	0.4
NC(=S)N1OC[C@@H]2COc3ccc4ccccc4c3[C@@H]21	-0.2%	-25%	-23%	?	?	-3%	i	-20%	0.5
Cc1onc(C(=O)NN)c1C(=O)N1CCN(C(c2ccccc2)c2ccccc2)CC1	0.3%[9.22 µM]	-7%	-6%	1%	3%	2%	i	0%	-3.4
Cc1sc2nc(C(C)C)nc(SCC(=O)NC3CC3)c2c1C	-0.6%	17%	-50%	-6%	-13%	0%	i	0%	0.2
CSc1nsc(SCC(=O)NCc2ccc(C)cc2)n1	11%	1%	-37%	-5%	-1%	-6%	i	8%	-1.1
Cn1cnc(S(=O)(=O)N2CCCC(C(=O)Nc3ccc(OC(F)(F)F)cc3)C2)c1 (centres undefined)	0.7%	nt	7%	6%	23%	nt	nt	-6%	nt
C/C(N)=C(/C#N)C(=O)CSc1nc2cc(Cl)ccc2s1	21%	7%	-33%	-18%	-1%	-2%	i	-19%	0.3
Cc1ccc(CN2CC(C(=O)N3CCN(S(=O)(=O)c4c(F)cccc4F)CC3)CC2=O)cc1 (centres undefined)	-0.5%	?	9%	-8%	-3%	1%	i	-6%	3.7
O=C(Cn1nnc2sc(-c3ccccc3)cc2c1=O)Nc1cccc(C(F)(F)F)c1	12%	13%	-5%	12%	1%	nt	nt	0%	nt
Nc1cc(=O)[nH]c(=O)n1-c1cccc(F)c1	-0.3%	-12%	18%	-9%	8%	-2%	i	-2%	-0.8
Cc1ccc(C)c(S(=O)(=O)N2CCN(C(=O)CN3C(=O)C4CC=CCC4C3=O)CC2)c1 (centres undefined)	-0.1%	-5%	7%	6%	5%	-2%	i	-9%	-0.4
CC(NC(=O)c1ccc(N2CCCC2)c([N+](=O)[O-])c1)c1ccc(S(N)(=O)=O)cc1 (centres undefined)	5.3%	2%	0%	-4%	96%[activator]	2%	i	-7%	-0.5
COC(=O)c1ccccc1NC(=O)C(CCS(C)(=O)=O)NC(C)=O (centres undefined)	0.3%	nt	-21%	12%	-3%	0%	i	-1%	-0.9
COc1ccc(CNCC2COc3ccccc3O2)cc1 (centres undefined)	-0.8%	25%	9%	-6%	15%	0%	i	1%	0.7
COCc1cc(=O)[nH]c(/N=C(\N)Nc2c(F)cccc2F)n1	3.7%	1%	-7%	11%	-12%	2%	i	-2%	-0.5

A different layout for some results above.
SMILES | Nrf2 activator | Nrf2 block | HepG2 viability | Abeta rescue | TGFb inhibitor | Mm-Cpn inhibitor | pAkt inh | A549 tox | CCT modulator
Cc1sc2nc(C(C)C)nc(SCC(=O)NC3CC3)c2c1C | -0.6% | 17% | -50% | -6% | -13% | 0% | i | 0% | 0.2
CSc1nsc(SCC(=O)NCc2ccc(C)cc2)n1 | 11% | 1% | -37% | -5% | -1% | -6% | i | 8% | -1.1
Cn1cnc(S(=O)(=O)N2CCCC(C(=O)Nc3ccc(OC(F)(F)F)cc3)C2)c1 (centres undefined) | 0.7% | nt | 7% | 6% | 23% | nt | nt | -6% | nt
C/C(N)=C(/C#N)C(=O)CSc1nc2cc(Cl)ccc2s1 | 21% | 7% | -33% | -18% | -1% | -2% | i | -19% | 0.3

(listing goes on)
SMILES	Nrf2 activator	Nrf2 block	HepG2 viability	Abeta rescue	TGFb inhibitor	Mm-Cpn inhibitor	pAkt inh	A549 tox	CCT modulator
COc1cc(NS(=O)(=O)c2c(C(=O)N3CCOCC3)c(C)n(C)c2C)cc(OC)c1OC	0.3%	4%	0%	1%	1%	-1%	i	1%	1.2
COc1cccc(/C=N/c2oc(-c3ccccc3)cc2C#N)c1O	2.9%	13%	-19%	-15%	-4%	-6%	i	-4%	-3.3
COC(=O)c1ccc2c(=O)n(Cc3ccc(C(=O)NC4CCCC4)cc3)c(=S)[nH]c2c1	0.3%	0%	-1%	-1%	2%	1%	i	-1%	-5.3
CCN(C(=O)c1ccc(NC(=O)c2ccco2)cc1)c1ccccc1	0.3%	5%	-24%	0%	-26%	3%	i	4%	-2.2
Cc1ccc(NC(=O)Cn2c(=O)n(Cc3ccccc3)c(=O)c3c(C)c(C(=O)N(C)C)sc32)c(C)c1	-0.4%	nt	-24%	9%	-25%	nt	nt	-4%	nt
CCOc1ccccc1NC(=S)N1CCC(c2nc3ccccc3o2)CC1	0.0%	-11%	-7%	?	-2%	2%	i	-1%	-0.9
O=C(CSc1ccc(S(=O)(=O)N2CCCC2)cn1)Nc1ccc([N+](=O)[O-])cc1C(F)(F)F	3.1%	-23%	-23%	8%	?	nt	i	9%	-1.2
COc1ccc(/C=C/C(=O)NCC(=O)N/N=C(/C)c2ccco2)cc1	-0.6%	-6%	-18%	9%	?	0%	i	4%	2.4
O=C(CSc1nnc(NC(=O)c2ccccc2)s1)NCC1CCCO1 (centres undefined)	?	11%	-7%	-21%	-14%	-2%	i	-1%	-5.2
